Source: PubChem
NSD2 block = NSD2 (human) methyltransferase inhibition; NSD2-SET H3K36me1 DELFIA fluorescence, biochemical; inhibition, % at 12.5 µM; actives 0.07% (n = 44,000); in the data active = inhibition above about 54%, passing the limit was not always enough; inconclusive = no clear call, values can overlap the other calls;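 note: inhibitors reduce the monomethyl H3K36 fluorescence signal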
Target sequence (O96028 whole entry, looked up): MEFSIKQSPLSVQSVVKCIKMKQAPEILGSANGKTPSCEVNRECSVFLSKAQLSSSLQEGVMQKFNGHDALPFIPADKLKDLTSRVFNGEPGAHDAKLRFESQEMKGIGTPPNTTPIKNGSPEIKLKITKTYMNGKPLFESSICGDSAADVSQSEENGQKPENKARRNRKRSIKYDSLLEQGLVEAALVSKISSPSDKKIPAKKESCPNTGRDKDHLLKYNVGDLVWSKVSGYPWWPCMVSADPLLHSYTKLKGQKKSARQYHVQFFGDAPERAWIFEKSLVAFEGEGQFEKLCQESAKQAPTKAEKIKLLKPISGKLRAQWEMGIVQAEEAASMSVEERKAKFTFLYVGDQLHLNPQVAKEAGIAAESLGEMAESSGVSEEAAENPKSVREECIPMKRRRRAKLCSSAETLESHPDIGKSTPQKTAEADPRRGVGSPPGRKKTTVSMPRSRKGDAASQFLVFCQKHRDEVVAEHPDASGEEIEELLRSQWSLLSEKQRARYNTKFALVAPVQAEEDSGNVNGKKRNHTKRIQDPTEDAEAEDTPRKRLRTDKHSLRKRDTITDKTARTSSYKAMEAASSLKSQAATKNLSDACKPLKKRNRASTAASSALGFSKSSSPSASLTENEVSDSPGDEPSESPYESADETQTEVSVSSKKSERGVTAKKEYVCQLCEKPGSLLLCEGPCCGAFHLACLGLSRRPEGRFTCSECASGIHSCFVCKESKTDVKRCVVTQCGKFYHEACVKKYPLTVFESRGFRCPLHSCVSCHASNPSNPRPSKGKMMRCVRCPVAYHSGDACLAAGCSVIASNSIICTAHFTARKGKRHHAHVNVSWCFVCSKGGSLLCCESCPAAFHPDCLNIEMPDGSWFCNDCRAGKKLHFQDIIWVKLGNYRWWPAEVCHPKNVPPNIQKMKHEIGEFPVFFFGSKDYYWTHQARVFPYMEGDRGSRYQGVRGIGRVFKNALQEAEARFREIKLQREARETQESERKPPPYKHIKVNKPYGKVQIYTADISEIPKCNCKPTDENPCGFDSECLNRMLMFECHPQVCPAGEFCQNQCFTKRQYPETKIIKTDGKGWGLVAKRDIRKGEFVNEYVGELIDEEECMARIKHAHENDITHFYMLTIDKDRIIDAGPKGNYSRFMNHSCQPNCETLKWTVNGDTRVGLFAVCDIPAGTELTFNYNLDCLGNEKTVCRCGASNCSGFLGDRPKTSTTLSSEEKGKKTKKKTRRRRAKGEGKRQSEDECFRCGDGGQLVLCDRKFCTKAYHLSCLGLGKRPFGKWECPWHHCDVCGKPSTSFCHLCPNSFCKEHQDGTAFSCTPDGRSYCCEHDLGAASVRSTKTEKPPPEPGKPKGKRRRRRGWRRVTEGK
An asterisk follows results filed as active; i = inactive; u = inconclusive. Not all compounds are listed; the hit share may differ from the screen's.

SMILES | NSD2 block
C[C@H]1CCCCO[C@H](CN(C)C(=O)C2CCCCC2)[C@@H](C)CN([C@@H](C)CO)C(=O)c2cc(NC(=O)Nc3ccccc3)ccc2O1 | -4.4
CC(=O)O[C@@H]1CC[C@@]2(C)C(CC[C@@H](C)[C@]23Cc2c(O)cc4c(c2O3)CNC4=O)C1(C)C (stereo not given in full) | -11.6
O=C(Nc1ccc2c(c1)OCO2)N[C@H]1C=C[C@H](CC(=O)N2CCN(c3ccccc3)CC2)O[C@@H]1CO | 4.6
CNC[C@H]1Oc2c(NC(=O)c3nc4ccccc4s3)cccc2C(=O)N([C@@H](C)CO)C[C@H]1C | -1.2
C=CCN1C(=O)[C@]2(O[C@H](CCn3cc([C@H](O)c4ccccc4)nn3)[C@@H]([Si](C)(C)c3ccc(OC)cc3)[C@@H]2C)c2cc(N3CCC3=O)ccc21 | -2.2
COc1ccc(NC(=O)Nc2cccc3c2O[C@H](CN(C)CC2CCCCC2)[C@H](C)CN([C@H](C)CO)C3=O)cc1 | 5.5
C[C@@H]1CN([C@H](C)CO)C(=O)Cc2cc(NS(C)(=O)=O)ccc2O[C@@H]1CN(C)C(=O)Nc1ccccc1 | 4.7
C[C@@H]1CN([C@H](C)CO)C(=O)CCCn2cc(nn2)CO[C@@H]1CN(C)Cc1ccccc1C(F)(F)F | -2.9
CC(C)CC#Cc1cnc2c(c1)C(=O)N([C@@H](C)CO)C[C@H](C)[C@@H](CN(C)S(=O)(=O)c1cn(C)cn1)O2 | 2.1
C[C@@H]1CN([C@@H](C)CO)C(=O)c2cc(/C=C/c3ccccc3)cnc2O[C@H]1CN(C)S(=O)(=O)c1cccs1 | 22.6
C[C@@H]1CCCCO[C@@H](CN(C)C(=O)Nc2cccc3ccccc23)[C@@H](C)CN([C@H](C)CO)C(=O)c2cc(NC(=O)CCCCCC(=O)Nc3ccccc3N)ccc2O1 | -4.7
Cc1ccc(S(=O)(=O)Nc2ccc3c(c2)C(=O)N([C@@H](C)CO)C[C@@H](C)[C@@H](CN(C)Cc2ccc4c(c2)OCO4)O3)cc1 | 2.8

Quoted at random: five compounds from above.
SMILES | NSD2 block
CC(=O)O[C@@H]1CC[C@@]2(C)C(CC[C@@H](C)[C@]23Cc2c(O)cc4c(c2O3)CNC4=O)C1(C)C (stereo not given in full) | -11.6
Cc1ccc(S(=O)(=O)Nc2ccc3c(c2)C(=O)N([C@@H](C)CO)C[C@@H](C)[C@@H](CN(C)Cc2ccc4c(c2)OCO4)O3)cc1 | 2.8
O=C(Nc1ccc2c(c1)OCO2)N[C@H]1C=C[C@H](CC(=O)N2CCN(c3ccccc3)CC2)O[C@@H]1CO | 4.6
C[C@H]1CCCCO[C@H](CN(C)C(=O)C2CCCCC2)[C@@H](C)CN([C@@H](C)CO)C(=O)c2cc(NC(=O)Nc3ccccc3)ccc2O1 | -4.4
CNC[C@H]1Oc2c(NC(=O)c3nc4ccccc4s3)cccc2C(=O)N([C@@H](C)CO)C[C@H]1C | -1.2

Next structures
SMILES | NSD2 block
COCCOC(=O)N1C(=O)[C@@]2(c3cc(C#CCC(C(=O)OC)C(=O)OC)ccc31)[C@H](c1ccccc1OCCO)N1[C@H](c3ccccc3)[C@H](c3ccccc3)OC(=O)[C@H]1[C@@H]2C(=O)NC[C@H](O)c1ccccc1 | -1.4
C[C@@H]1CN([C@@H](C)CO)C(=O)c2cc(NC(=O)Nc3ccc(F)cc3)ccc2O[C@@H](C)CCCCO[C@H]1CN(C)CC1CC1 | 3.9
C[C@H](CO)N1C[C@H](C)[C@H](CN(C)Cc2ccc(Cl)c(Cl)c2)Oc2ccc(NC(=O)CCN3CCOCC3)cc2CC1=O | 1.3
CCCN(C)C[C@@H]1Oc2cc(C#Cc3cccc(OC)c3)ccc2S(=O)(=O)N([C@H](C)CO)C[C@@H]1C | 9.3
CC(C)CC#Cc1ccc2c(c1)O[C@@H](CN(C)C(=O)c1cccc(F)c1)[C@@H](C)CN([C@@H](C)CO)S2(=O)=O | -11.4
COc1ccc(NC(=O)Nc2ccc3c(c2)[C@H]2C[C@H](CC(=O)N4CCN(C)CC4)O[C@H](CO)[C@H]2O3)cc1 | 94.9
COc1ccc(CN(C)C[C@@H]2Oc3c(NC(=O)C4CC4)cccc3C(=O)N([C@@H](C)CO)C[C@H]2C)cc1 | 6.5
C[C@@H]1CN([C@H](C)CO)C(=O)c2cc(NC(=O)CCC(F)(F)F)ccc2O[C@@H]1CN(C)S(=O)(=O)c1ccc(F)cc1 | 1.5
C[C@@H]1CCCCO[C@H](CN(C)Cc2ccc(C(=O)O)cc2)[C@H](C)CN([C@H](C)CO)C(=O)c2cc(NC(=O)Cc3ccccc3)ccc2O1 | i
CCCC#Cc1ccc2c(c1)O[C@H](CN(C)Cc1ccc3c(c1)OCO3)[C@@H](C)CN([C@H](C)CO)S2(=O)=O | 2.0
CCNc1nc(SCCOc2ccccc2)nc(N(C)C)n1 | 0.7
COc1ccc(S(=O)(=O)Nc2ccc3c(c2)C(=O)N([C@@H](C)CO)C[C@H](C)[C@@H](CN(C)S(=O)(=O)c2cccs2)O3)cc1 | -3.6
O=C(C1=C[C@@H](c2csc3ccccc23)C[C@@H](OCc2ccc(CO)cc2)O1)N1CCOCC1 | -6.5
C[C@@H]1CCCCO[C@@H](CN(C)S(C)(=O)=O)[C@H](C)CN([C@@H](C)CO)C(=O)c2cc(NC(=O)Nc3ccc(C(F)(F)F)cc3)ccc2O1 | -7.3
C[C@@H]1CCCCO[C@@H](CN(C)C(=O)CCCN(C)C)[C@@H](C)CN([C@H](C)CO)C(=O)c2cc(NC(=O)CCCN(C)C)ccc2O1 | u
C[C@@H]1CN([C@H](C)CO)C(=O)c2cc(NS(=O)(=O)c3ccccc3)ccc2O[C@@H]1CN(C)Cc1ccc(Cl)c(Cl)c1 | -4.9
C[C@@H]1CCCCO[C@@H](CN(C)C(=O)NC2CCCCC2)[C@@H](C)CN([C@@H](C)CO)C(=O)c2cc(NS(=O)(=O)c3ccc(Cl)cc3)ccc2O1 | 2.3
C[C@H]1CN([C@@H](C)CO)C(=O)c2cc(-c3cccc(C#N)c3)cnc2O[C@@H]1CN(C)Cc1ccc(F)cc1 | 1.4
C[C@H](CO)N1C[C@H](C)[C@@H](CN(C)Cc2cccc(C(=O)O)c2)OCc2cn(nn2)CCCC1=O | 7.0
C[C@H](NC(=O)C[C@@H]1CC[C@H](NC(=O)c2cccnc2)[C@@H](CO)O1)c1ccccc1 | 16.3
C[C@@H]1CN([C@H](C)CO)C(=O)c2cc(NC(=O)CCN3CCOCC3)ccc2O[C@@H]1CN(C)CC1CCCCC1 | 1.6
C[C@H]1CN([C@@H](C)CO)C(=O)c2cc(NC(=O)Nc3ccc4c(c3)OCO4)ccc2O[C@H]1CN(C)C(=O)Nc1ccc(F)cc1 | 3.9
C[C@@H]1CN([C@H](C)CO)C(=O)Cc2cc(NC(=O)Cn3cnnn3)ccc2O[C@@H]1CN(C)C | -0.5
Cc1nnc(SCC(=O)Nc2ccccc2C(C)C)s1 | 0.3

Copied from the list:
NSD2 block result of C[C@@H]1CN([C@H](C)CO)C(=O)c2cc(NC(=O)CCN3CCOCC3)ccc2O[C@@H]1CN(C)CC1CCCCC1 is entered as 1.6
NSD2 block result of COc1ccc(NC(=O)Nc2cccc3c2O[C@H](CN(C)CC2CCCCC2)[C@H](C)CN([C@H](C)CO)C3=O)cc1 is entered as 5.5
NSD2 block result of Cc1nnc(SCC(=O)Nc2ccccc2C(C)C)s1 is entered as 0.3

(more compounds)
SMILES | NSD2 block
C[C@H](CO)N1C[C@H](C)[C@@H](CN(C)S(=O)(=O)c2ccc(F)cc2)OCCCC[C@H](C)Oc2ccc(NS(=O)(=O)c3cn(C)cn3)cc2C1=O | 4.6
C[C@@H]1CN([C@@H](C)CO)S(=O)(=O)c2ccc(C#CC(C)(C)O)cc2O[C@H]1CN(C)C(=O)CC1CC1 | -127.0
CCc1ccc(N2C(=S)N(C(=O)c3cccs3)C3CC2(C)Oc2ccccc23)cc1 (stereo not given) | 9.6
C[C@H]1CN([C@@H](C)CO)C(=O)c2cc(C#CC(C)(C)O)cnc2O[C@@H]1CN(C)Cc1cncnc1 | u
CNC[C@@H]1Oc2c(NS(=O)(=O)c3ccc(OC)cc3)cccc2C(=O)N([C@H](C)CO)C[C@H]1C | -9.5
COc1cc2c(cc1O)CCC1C2CCC2(C)C(O)CCC12 (stereo not given) | -1.5
C[C@@H]1CCCCO[C@H](CN(C)C(=O)c2ccccc2)[C@@H](C)CN([C@@H](C)CO)C(=O)c2cc(NC(=O)Cc3ccccc3)ccc2O1 | 6.6
Cc1c(O)cc2c(c1O)C(=O)CC(c1ccccc1)O2 (stereo not given) | 21.4
COc1ccc(NC(=O)N(C)C[C@@H]2Oc3ccc(NC(=O)NC(C)C)cc3CC(=O)N([C@@H](C)CO)C[C@@H]2C)cc1 | 1.7
CC(=O)N(C)C[C@@H]1Oc2cc(C#CCC(C)C)ccc2S(=O)(=O)N([C@@H](C)CO)C[C@H]1C | -4.1
COc1ccc(S(=O)(=O)N(C)C[C@H]2Oc3ccc(NC(=O)Cn4cnnn4)cc3CC(=O)N([C@H](C)CO)C[C@@H]2C)cc1 | 2.9
C[C@@H]1CN([C@@H](C)CO)C(=O)c2cccc(NS(=O)(=O)c3cccs3)c2O[C@@H]1CN(C)Cc1ccc(C(=O)Nc2ccccc2N)cc1 | -5.0
COc1ccc(NC(=O)N(C)C[C@@H]2OCc3ccccc3-c3ccccc3C(=O)N([C@H](C)CO)C[C@@H]2C)cc1 | -2.0
COc1ccc(CN(C)C[C@@H]2Oc3ccc(NC(=O)Cc4ccccc4)cc3CC(=O)N([C@H](C)CO)C[C@H]2C)cc1 | -2.9
C[C@@H]1CN([C@@H](C)CO)C(=O)c2cc(C3=CCCC3)cnc2O[C@@H]1CN(C)C(=O)Nc1ccc(C(F)(F)F)cc1 | -19.5
Cc1noc(C)c1NC(=O)N(C)C[C@@H]1Oc2ccc(NS(C)(=O)=O)cc2CC(=O)N([C@H](C)CO)C[C@@H]1C | 2.6
CCC(=O)N(C)C[C@@H]1Oc2cc(-c3ccc(F)cc3)ccc2S(=O)(=O)N([C@@H](C)CO)C[C@H]1C | -0.2
C[C@@H]1CN([C@@H](C)CO)C(=O)c2cc(NS(C)(=O)=O)ccc2O[C@@H](C)CCCCO[C@H]1CN(C)Cc1ccccc1 | 2.2
C[C@H]1CN([C@@H](C)CO)C(=O)Cc2cc(NC(=O)Nc3cccc4ccccc34)ccc2O[C@H]1CN(C)S(=O)(=O)c1ccc(F)cc1 | -21.0
CCN1CCN(S(=O)(=O)c2cc(OCC(N)=O)c(C)cc2Cl)CC1 | -5.9
COc1ccc(NC(=O)N(C)C[C@H]2Oc3ccc(NS(=O)(=O)c4ccc(F)cc4)cc3CC(=O)N([C@H](C)CO)C[C@H]2C)cc1 | 2.5
O=[N+]([O-])c1ccc(C(O)CC(O)CSc2nc(-c3ccccc3)c(-c3ccccc3)o2)cc1 (stereo not given) | -16.3
C[C@H](CO)N1C[C@H](C)[C@@H](CN(C)C(=O)Nc2ccccc2F)Oc2ncc(/C=C/c3ccccc3)cc2C1=O | 12.0
C[C@@H]1CCCCO[C@H](CN(C)C(=O)Nc2ccccc2)[C@@H](C)CN([C@@H](C)CO)C(=O)c2cc(N(C)C)ccc2O1 | 7.9
C[C@H](CO)N1C[C@H](C)[C@@H](CN(C)CC2CC2)Oc2ccc(NC(=O)Cn3cnnn3)cc2CC1=O | -1.1
C[C@H](CO)N1C[C@H](C)[C@@H](CN(C)C)Oc2cc(C#Cc3ccccn3)ccc2S1(=O)=O | -2.5
O=C(C[C@H]1C[C@@H]2c3cc(NC(=O)C4CCC4)ccc3O[C@@H]2[C@@H](CO)O1)NCc1ccncc1 | 1.7
Cc1noc(C)c1NC(=O)Nc1cccc2c1O[C@@H](CN(C)Cc1ccc(C(=O)O)cc1)[C@H](C)CN([C@H](C)CO)C2=O | 0.9
C[C@H]1CN([C@@H](C)CO)C(=O)CCCn2cc(nn2)CO[C@H]1CN(C)S(=O)(=O)c1cn(C)cn1 | -2.9
Cc1ccc(Sc2sc(=O)n(C)c2S(=O)(=O)c2ccc(C)cc2)cc1 | -1.4
Cc1ccc(S(=O)(=O)N(C)C[C@@H]2Oc3ccc(NC(=O)Nc4c(C)noc4C)cc3CC(=O)N([C@H](C)CO)C[C@H]2C)cc1 | 0.9
COc1cccc(NC(=O)N(C)C[C@@H]2Oc3cc(C#Cc4ccncc4)ccc3S(=O)(=O)N([C@H](C)CO)C[C@@H]2C)c1 | 2.9
C[C@H]1CN([C@@H](C)CO)C(=O)Cc2cc(NC(=O)C3CCCCC3)ccc2O[C@H]1CN(C)S(=O)(=O)c1ccccc1 | 6.2
C[C@@H]1CN([C@H](C)CO)C(=O)Cc2cc(NS(=O)(=O)c3ccc(Cl)cc3)ccc2O[C@H]1CN(C)CC1CC1 | 3.9
C[C@@H]1CCCCO[C@H](CN(C)C(=O)CCC(F)(F)F)[C@@H](C)CN([C@H](C)CO)C(=O)c2cc(NC(=O)CCCCCC(=O)Nc3ccccc3N)ccc2O1 | 0.5
COc1ccc(S(=O)(=O)Nc2cccc3c2O[C@H](CN(C)Cc2ccc(-c4ccccc4)cc2)[C@@H](C)CN([C@@H](C)CO)C3=O)cc1 | 0.2
COc1cccc(NC(=O)N(C)C[C@H]2Oc3cc(-c4ccccc4F)ccc3S(=O)(=O)N([C@H](C)CO)C[C@@H]2C)c1 | 1.0
CC(C)NC(=O)Nc1ccc2c(c1)C(=O)N([C@@H](C)CO)C[C@@H](C)[C@@H](CN(C)Cc1ccc(Cl)c(Cl)c1)O2 | 5.9
Cc1noc(C)c1S(=O)(=O)Nc1cccc2c1O[C@H](CN(C)Cc1ccncc1)[C@H](C)CN([C@@H](C)CO)C2=O | 12.1
C[C@H](CO)N1C[C@H](C)[C@@H](CN(C)Cc2ccccc2)OCc2cnnn2CCCC1=O | 3.6
CO[C@@H](CN(C)Cc1ccc(-c2ccccn2)cc1)[C@@H](C)CN(C(=O)Nc1ccc(F)cc1)[C@@H](C)CO | -12.6
Cc1noc(C)c1NC(=O)N(C)C[C@@H]1Oc2c(NC(=O)c3ccncc3)cccc2C(=O)N([C@H](C)CO)C[C@@H]1C | 20.8
C[C@@H]1CN([C@H](C)CO)C(=O)c2cc(NS(C)(=O)=O)ccc2O[C@@H](C)CCCCO[C@H]1CN(C)Cc1ccc2c(c1)OCO2 | 2.2
